# Assay outcomes (PubChem BioAssay)
# Rab7 wt modul: modulators of GTP binding to dog Rab7 wildtype GTPase; GST-Rab7 beads, fluorescent GTP binding, flow cytometry; actives lie on both sides; untreated = 100%, excess cold GTP = 0%; GTP binding activity (percent of control), % at 10 µM; hit rate 0.055% among 190,000; AID 758;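 active = fluorescent GTP binding to Rab7 beads changed by at least 20 points from the 100% baseline, either direction, mostly lower; inconclusive = compound itself probably fluorescent, or too few beads counted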;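 also: median green fluorescence of bound Bodipy-FL-GTP per Rab7 bead population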
# Rab2A wt mod: changes GTP binding to wildtype dog Rab2A, up or down; AID 760; GTP binding activity, % at 10 µM; hit rate 0.19% among 190,000; GST-Rab2 wt beads, Bodipy-GTP binding, flow cytometry; P61105;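 active = GTP binding activity at least 20 points away from 100%, either lowered or raised; inconclusive = signal likely due to the compound's own green fluorescence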;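 also: 0% = beads with excess unlabeled GTP and 100% = no-compound control corrected for plate trend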
# HRas wt GTP: human HRas wildtype GTP binding, change in either direction | GST-Ras wt beads, Bodipy-FL-GTP binding, flow cytometry; actives lie on both sides | GTP binding activity, % at 10 µM | hit rate 0.14% among 190,000;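 active = GTP binding activity at least 20% away from the 100% baseline, either lowered as inhibitor or raised as activator; inconclusive = flagged as likely green fluorescent, judged across all proteins in the well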;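 also: 0% = unlabeled GTP competition control and 100% = no-compound control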
# Target sequence (P01112 whole entry, looked up): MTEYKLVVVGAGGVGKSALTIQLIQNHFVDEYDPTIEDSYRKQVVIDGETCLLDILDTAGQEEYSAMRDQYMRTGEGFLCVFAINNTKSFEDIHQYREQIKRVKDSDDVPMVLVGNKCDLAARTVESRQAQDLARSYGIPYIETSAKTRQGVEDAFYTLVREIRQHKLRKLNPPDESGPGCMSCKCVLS
# Bim-Bcl-2: human Bim-Bcl-2 interaction inhibition | inhibition, % at 10 µM | Bead-based flow cytometry, Bim peptide-Bcl-2 binding | hit rate 0.06% among 190,000; in the data active = inhibition above about 40%; inconclusive = no clear call, values can overlap the other calls;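 also: 0% = no compound wells with probe peptide and 100% = reference peptide inhibitor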
# Target sequence (P10415 whole entry, looked up): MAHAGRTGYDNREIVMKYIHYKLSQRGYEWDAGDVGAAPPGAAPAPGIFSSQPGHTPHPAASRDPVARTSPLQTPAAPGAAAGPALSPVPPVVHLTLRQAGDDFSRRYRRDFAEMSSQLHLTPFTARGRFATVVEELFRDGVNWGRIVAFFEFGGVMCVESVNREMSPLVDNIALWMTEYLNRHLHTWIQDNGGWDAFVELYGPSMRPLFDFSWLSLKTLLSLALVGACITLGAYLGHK
# Rac1 mut GTP: modulators of GTP binding to human Rac1 activated mutant. P63000. GST-Rac1 activated beads, fluorescent GTP binding, flow cytometry; actives lie on both sides; 100% means binding = to untreated wells. percent activity (GTP binding), % at 10 µM. hit rate 0.11% among 190,000. AID 764;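 active = GTP binding at least 20 percentage points away from the 100% baseline, in either direction, so actives lie on both sides; inconclusive = Compound likely fluorescent itself, or too few beads counted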
# Bim-Bcl-W: disrupts Bim peptide binding to human Bcl-W. Q92843. inhibition, % at 10 µM. hit rate 0.02% among 190,000. AID 952. bead-based flow cytometry;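 also: 0% = bound tracer without compound and 100% = peptide blocker; higher means less fluorescent Bim peptide bound to Bcl-W beads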
# Target sequence (Q92843 whole entry, looked up): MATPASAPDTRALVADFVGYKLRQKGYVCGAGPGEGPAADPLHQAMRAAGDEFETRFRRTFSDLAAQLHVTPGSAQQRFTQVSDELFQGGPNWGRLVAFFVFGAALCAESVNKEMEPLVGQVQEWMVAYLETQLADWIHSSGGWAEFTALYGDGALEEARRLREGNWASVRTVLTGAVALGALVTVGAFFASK
# Bcl-B Bim block: inhibitors of Bim-Bcl-B interaction, human; Q9HD36; bead-based flow cytometry, Bim peptide-Bcl-B binding; inhibition, % at 10 µM; hit rate 0.073% among 190,000; AID 951;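 also: 0% = tracer peptide without compound and 100% = reference inhibitor peptide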
# Target sequence (Q9HD36 whole entry, looked up): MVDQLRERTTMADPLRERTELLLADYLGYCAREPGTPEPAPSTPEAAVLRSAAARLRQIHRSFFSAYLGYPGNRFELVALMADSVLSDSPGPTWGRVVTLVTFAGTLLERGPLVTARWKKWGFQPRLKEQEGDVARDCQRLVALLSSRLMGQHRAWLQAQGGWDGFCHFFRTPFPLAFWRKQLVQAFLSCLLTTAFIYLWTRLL
# Bfl-1 Bim block: inhibitors of Bim-Bfl-1 interaction, human. Bead-based flow cytometry, Bim-Bfl-1 binding inhibition. Q16548. hit rate 0.12% among 190,000. inhibition, % at 10 µM;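 also: 0% = wells without compound plus tracer and 100% = blocker peptide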
# Cdc42 wt GTP: human Cdc42 wildtype GTP binding change, either direction; P60953; GST-Cdc42 beads, Bodipy-GTP binding, flow cytometry; actives lie on both sides; hit rate 0.2% among 190,000; percent activity (GTP binding), % at 10 µM;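 active = percent activity GTP binding at least 20 points away from the 100% baseline, either down as inhibitor or up as activator; inconclusive = compound flagged as likely green fluorescent from well-wide comparison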;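 also: median bead fluorescence of bound Bodipy-FL-GTP at 100 nM; 0% = excess unlabeled GTP control and 100% = no compound control; below 100% means less GTP binding so inhibitor and above means activator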
# Target sequence (P60953 whole entry, looked up): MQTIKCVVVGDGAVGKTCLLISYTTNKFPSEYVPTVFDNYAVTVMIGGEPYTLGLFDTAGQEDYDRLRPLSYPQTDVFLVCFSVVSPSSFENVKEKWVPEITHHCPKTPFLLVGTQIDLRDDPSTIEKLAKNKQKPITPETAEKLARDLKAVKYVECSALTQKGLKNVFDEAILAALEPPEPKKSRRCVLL
# Rac1 wt GTP bind: modulators of human Rac1 wildtype GTP binding; GST-Rac1 beads, fluorescent GTP binding, flow cytometry; actives lie on both sides; 0 = cold GTP competed, 100 = untreated; hit rate 0.27% among 190,000; GTP binding activity (% of control), % at 10 µM; AID 757;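 active = GTP binding activity at least 20 points away from the 100% control level, either lower or higher; inconclusive = compound flagged as likely green fluorescent, judged across all proteins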
# Bim-Bcl-XL: inhibitors of Bim-Bcl-XL interaction, human; Bim peptide-Bcl-XL binding, bead flow cytometry, fluorescence; inhibition, % at 10 µM; hit rate 0.04% among 190,000; AID 1007
# * marks the source's active call; other numbers are inactive results; ? = inconclusive; . = no result given. Rule as the data show it, unless noted: active = inhibition above about 40%.
Molecule,Rab7 wt modul,Rab2A wt mod,HRas wt GTP,Bim-Bcl-2,Rac1 mut GTP,Bim-Bcl-W,Bcl-B Bim block,Bfl-1 Bim block,Cdc42 wt GTP,Rac1 wt GTP bind,Bim-Bcl-XL
COc1ccc(OCCC(=O)NCC23CC4CC(CC(C4)C2)C3)cc1,94,94,94,0,93,0,-1,-2,97,95,1
COCCN(C(=S)Nc1ccccc1C)C(C)c1cccnc1 (stereo not given),100,101,100,-2,101,-2,-2,-7,96,99,-2
COC(=O)c1ccc(COC(=O)c2c(C)nn(Cc3ccccc3Cl)c2Cl)o1,99,100,97,6,96,8,9,8,96,100,8
CCCCCCC(=O)Nc1cc2c(C)cc(=O)oc2cc1C,97,94,96,-6,94,1,-5,-8,95,96,-14
COc1ccc2oc(C(=O)OCc3c(C)noc3C)c(C)c2c1,103,98,96,0,92,-2,1,-2,94,94,0
O=C(Nc1ccc(N2CCCCC2)cc1)c1ccc2ccccc2n1,106,98,95,-1,91,1,-3,-1,95,92,-3
CCOC(=O)C1=C(C)N(C)C(=S)NC1c1cc(OC)ccc1OC (stereo not given),105,100,97,-2,94,-1,-1,4,97,96,1
COC(=O)Cc1ccc(NC(=O)c2cccs2)cc1,91,93,95,-1,95,-1,-1,-1,94,95,-2
c1ccc(SCc2nc(-c3ccccn3)no2)cc1,98,101,103,-4,101,0,-8,-13,102,105,0
COc1ccc(C(=O)C(CN2CCOCC2)c2ccccc2)cc1 (stereo not given),105,103,101,-1,102,3,-2,-2,101,103,-1
CN1CCN(c2ccc(Cl)cc2NC(=O)c2ccc(=O)n(C)n2)CC1,100,98,102,-3,97,-1,-5,-10,93,103,-3
CSC(=CC(=O)c1ccccc1)SC,95,95,95,1,98,-2,0,0,95,96,0
Cc1cc(Sc2nc(N)ncc2[N+](=O)[O-])ncn1,101,93,89,?,81,.,.,.,84,88,.
Cc1ccc(-c2sc(C)nc2CC(=O)O)cc1,100,102,100,-6,98,3,-4,-11,102,102,2
Cc1ccc(-c2c(C)n([O-])c3c([n+]2=O)CCCC3)cc1,93,97,99,2,100,0,4,6,98,101,-1
O=C(N/N=C/C1CC2CCC1C2)c1c[nH]c2ccccc12 (stereo not given),104,98,103,0,97,0,0,-4,98,102,-3
COc1ccc(C(=O)Nc2cccc(S(C)(=O)=O)c2)cc1OC,102,97,95,-2,96,0,-3,-2,98,97,0
Cc1ccc(CNC(=O)C2CCCN(S(=O)(=O)c3cnc[nH]3)C2)cc1 (stereo not given),99,103,99,-4,99,0,-4,-3,100,104,0
CCOC(=O)N1CCN(C(=O)CCn2c(=S)[nH]c3ccsc3c2=O)CC1,101,101,103,-5,104,-2,-12,0,104,105,-2
Cc1ccc(C)c(OCc2ccc(C(=O)N3N=C(C(F)F)CC3(O)C(F)F)o2)c1 (stereo not given),96,95,98,-1,96,-4,-1,-3,98,98,-4

# Continued:
Molecule,Rab7 wt modul,Rab2A wt mod,HRas wt GTP,Bim-Bcl-2,Rac1 mut GTP,Bim-Bcl-W,Bcl-B Bim block,Bfl-1 Bim block,Cdc42 wt GTP,Rac1 wt GTP bind,Bim-Bcl-XL
Cc1cc(C(=O)Nc2nnc(C3CCCCC3)s2)no1,93,98,98,-6,101,0,-12,-17,101,101,-7
Cc1cccc(C(=O)NC(=S)Nc2ccc(S(=O)(=O)N(C)c3ccccc3)cc2)c1,100,100,101,-9,100,0,-9,-10,102,102,-8
Cc1ccnn1CCC(=O)N1CCCC(CCC(=O)N2CCN(c3ccccn3)CC2)C1 (stereo not given),95,96,95,-4,95,-4,-3,-6,98,97,-7
COc1ccc(CN(CCC(c2ccccc2)c2ccco2)C(=O)c2ccco2)cc1 (stereo not given),101,100,101,-6,99,-6,-13,-8,104,101,-11
COc1cccc(CSc2nc3cc4c(cc3cc2C)OCCO4)c1,98,97,100,0,99,0,-7,0,100,102,-3
COc1ccc(OC)c(NC(=O)COC(=O)CNC(=O)c2ccc(OC)c(OC)c2)c1,92,97,94,-7,94,-1,-2,-2,97,96,-3
CCc1nnc(SCc2ccc(OC(C)C)cc2)n1N,96,98,99,-2,99,-2,2,-6,100,103,-3
O=C(CSCc1ccc(Cl)cc1)N/N=C/c1ccc(OCC(=O)Nc2ccccc2)cc1,94,95,96,-1,93,-1,0,1,97,97,0
Cn1c2c(c(=O)n(C)c1=O)C(C(F)(F)F)(C(F)(F)F)N=C(C1CCCCC1)N2,100,98,101,1,101,0,0,0,101,101,0
Cc1ccc(C(=O)c2ccc([N+](=O)[O-])cc2)cc1,96,101,96,-8,96,0,-8,-17,100,103,-4
CCC(C)NC(=O)C1c2cc(OC)c(OC)cc2C(=O)N(C)C1c1cccs1 (stereo not given),97,98,100,0,98,0,0,-4,99,97,0
Cc1ccc(N=Nc2c(N)[nH]n3c(=O)c4c(nc23)CCCC4)cc1,91,82,86,0,86,5,4,-10,86,75*,8
CCC(=O)c1c(NC(CC)CO)cc(C)oc1=O (stereo not given),97,97,94,0,95,-2,-3,-3,93,94,-4
CCOC(=O)c1cc(NC(=O)CSc2nnc(CN3CCOCC3)n2C)ccc1Cl,95,98,97,0,96,-1,0,1,97,102,-1
CCc1nc(SCC(=O)N2CCN(C(=O)c3ccco3)CC2)c2c3c(sc2n1)CCCC3,98,96,97,-9,95,-2,-10,-14,95,97,-6
O=C(NCc1c(F)cccc1F)c1cc(COc2c(F)cccc2F)on1,94,94,96,0,96,-1,-5,-7,95,101,0
CCN(CCNC(=O)C1CCC(=O)N1Cc1ccc(C)cc1)c1ccccc1 (stereo not given),100,100,96,3,94,0,1,6,95,93,0
COc1ccccc1NC(=S)NCCSc1ccc(C)cc1,100,98,101,-10,99,-6,-9,-6,103,100,-6
COc1ccc(CCNC(=O)CCn2cccc2)cc1OC,103,100,103,-1,98,-1,-2,-3,103,100,0
Cc1ccc2c(c1)-c1nc3ccccc3cc1C2=NC1CCCCC1,97,97,99,-11,101,-3,-8,-6,99,102,-4

# Later entries.
Molecule,Rab7 wt modul,Rab2A wt mod,HRas wt GTP,Bim-Bcl-2,Rac1 mut GTP,Bim-Bcl-W,Bcl-B Bim block,Bfl-1 Bim block,Cdc42 wt GTP,Rac1 wt GTP bind,Bim-Bcl-XL
Cc1c(NC(=S)NC(=O)C(c2ccccc2)c2ccccc2)cccc1C(=O)O,99,100,100,-3,100,-2,-4,-2,101,100,-5
CCn1nnnc1SCC(=O)c1ccc(NC(C)=O)cc1,99,98,100,-1,94,0,-1,0,95,96,0
COCCNCCCOc1ccc(Cl)cc1Br,105,102,102,-1,98,0,-1,-5,100,101,0
O=C(Nc1cccc(NS(=O)(=O)c2ccc(S(=O)(=O)NC3CC3)cc2)c1)c1ccccn1,97,92,96,-8,89,-1,-8,-12,96,95,-3
Cc1cc(NC(=O)CSc2ccc3nnc(-c4cccc(F)c4)n3n2)no1,96,97,97,-11,99,-1,-13,-15,101,99,-6
O=C(Nc1nnc(-c2ccccc2)s1)c1cc(S(=O)(=O)N2CCOCC2)c(Cl)cc1Cl,96,96,96,-3,98,2,-3,-9,99,99,0
COC(=O)c1nn(-c2ccc(OC)cc2)c(=O)cc1Oc1ccccc1,99,98,99,-3,99,-1,0,-4,97,99,-1
COc1ccc(C[C@@H]2CN3C(=NC[C@@H]3C)N2C[C@H](C)NC(=O)CCC2CCCCC2)cc1,103,98,97,-4,95,-1,-4,-2,97,95,0
CCOC(=O)C1=C(CNCc2ccccc2Cl)NC(=O)NC1c1cccc([N+](=O)[O-])c1 (stereo not given),101,102,98,-1,96,0,0,-5,99,101,-2
CCOC(=O)C(C)Oc1ccc(=O)n(-c2ccccc2)n1 (stereo not given),101,100,101,-8,99,0,-4,-8,102,104,0
COc1cc(C2C=C(c3cccs3)Nc3ncnn32)cc(OC)c1OC (stereo not given),95,96,96,-1,98,2,0,-3,97,100,0
O=C1CN(C(=O)CNC(=O)c2ccccc2Cl)c2ccccc2N1,107,101,102,-2,98,0,-7,-1,99,106,-6
O=C(CSc1nccc(=O)[nH]1)NCc1ccc(Cl)cc1,96,96,96,-6,96,-2,-5,-6,94,96,0
COC(=O)c1ccc(-n2c(C)cc(C(=O)CCl)c2C)cc1,93,94,95,-3,94,0,-1,-1,97,98,2
COc1ccc(C(=O)NC2=NCCS2)cc1S(=O)(=O)N1CCCCC1C (stereo not given),103,95,92,1,93,1,0,3,93,94,-1
CC(C)=CCN1CCN(Cc2ccoc2)CC1CCO (stereo not given),100,100,98,-3,94,-1,-2,-3,99,101,-2
O=c1c2ccccc2nnn1COc1ccc(Cl)cc1Br,104,96,97,0,95,-1,-4,-2,96,95,0
CCOc1ccc(NC(=O)CN(C)CC(=O)Nc2ccc(F)c(F)c2F)cc1OCC,94,97,95,-5,97,-1,-2,-12,95,100,0
CC(C(=O)N1CCCC1)N1CCN(c2ccccc2O)CC1 (stereo not given),97,104,97,-2,97,1,1,-3,102,101,-2
CC(C)OC(=O)C1C2C=CC3(CN(CC4CCCO4)C(=O)C13)O2 (stereo not given),97,97,100,-6,97,8,-1,-6,104,103,-3

# More compounds.
Molecule,Rab7 wt modul,Rab2A wt mod,HRas wt GTP,Bim-Bcl-2,Rac1 mut GTP,Bim-Bcl-W,Bcl-B Bim block,Bfl-1 Bim block,Cdc42 wt GTP,Rac1 wt GTP bind,Bim-Bcl-XL
CCc1ccc(NC(=O)Nc2c(C)n(C)n(-c3ccccc3)c2=O)cc1,96,96,98,-1,97,-1,-2,-3,96,99,-2
Cc1[nH]c2ccc(F)cc2c(=O)c1SC(F)(F)C(F)C(F)(F)F (stereo not given),96,97,100,1,98,0,-2,1,100,100,2
COc1ccc2[nH]c(C(=O)O)c(NS(=O)(=O)c3ccc(Cl)s3)c2c1,96,97,99,-10,96,-4,-14,-17,102,102,-8
CC(=O)OC(C(=O)NC1CCCCC1)c1ccccc1Cl (stereo not given),97,97,96,-3,97,1,0,-8,97,99,-1
OCC(C#CCN1CCCCC1)NCc1ccccc1 (stereo not given),97,97,99,-1,98,-1,-1,-2,102,98,-10
O=c1cc(Nc2ccc3c(c2)OCO3)[nH]c(=O)n1-c1ccc(Br)cc1,102,102,102,-10,100,0,-8,-20,105,115,-8
COc1ccc(S(=O)(=O)Nc2ccccc2C(=O)NCc2ccco2)cc1,101,101,101,-9,100,4,-9,-9,103,108,-2
CC(NC(=O)CSC(=S)N(C)C)C12CC3CC(CC(C3)C1)C2 (stereo not given),97,99,100,-4,99,-7,-9,-7,100,101,-7
COc1ccccc1N1CCN(C(=O)Cn2nc(C(F)(F)F)c3c2CCC3)CC1,97,97,97,-11,98,0,-6,-18,100,99,-4
COc1ccc(-c2nc3c4ccccc4[nH]c(=O)n3n2)cc1,102,97,97,-7,97,2,-3,-18,95,96,-2
CC(=O)N(Cc1cccs1)C1CCOC(C)(C)C1 (stereo not given),88,89,91,-2,88,-2,-2,-3,90,89,1
